Rab2A wt mod: changes GTP binding to wildtype dog Rab2A, up or down; GST-Rab2 wt beads, Bodipy-GTP binding, flow cytometry; GTP binding activity, % at 10 µM; 0.19% of 190,000 active; AID 760;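 active means GTP binding activity at least 20 points away from 100%, either lowered or raised; inconclusive means signal likely due to the compound's own green fluorescence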;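 further: 0% = beads with excess unlabeled GTP and 100% = no-compound control corrected for plate trend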
Rac1 wt GTP bind: alters GTP binding to wildtype human Rac1; GST-Rac1 beads, fluorescent GTP binding, flow cytometry; actives lie on both sides; 0 = cold GTP competed, 100 = untreated; GTP binding activity (% of control), % at 10 µM; 0.27% of 190,000 active; P63000;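 active means GTP binding activity at least 20 points away from the 100% control level, either lower or higher; inconclusive means compound flagged as likely green fluorescent, judged across all proteins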
HRas wt GTP: modulators of GTP binding to human HRas wildtype | P01112 | GST-Ras wt beads, Bodipy-FL-GTP binding, flow cytometry; actives lie on both sides | GTP binding activity, % at 10 µM | AID 759 | 0.14% of 190,000 active;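 active means GTP binding activity at least 20% away from the 100% baseline, either lowered as inhibitor or raised as activator; inconclusive means flagged as likely green fluorescent, judged across all proteins in the well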;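 further: 0% = unlabeled GTP competition control and 100% = no-compound control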
Target sequence (P01112 whole entry, looked up): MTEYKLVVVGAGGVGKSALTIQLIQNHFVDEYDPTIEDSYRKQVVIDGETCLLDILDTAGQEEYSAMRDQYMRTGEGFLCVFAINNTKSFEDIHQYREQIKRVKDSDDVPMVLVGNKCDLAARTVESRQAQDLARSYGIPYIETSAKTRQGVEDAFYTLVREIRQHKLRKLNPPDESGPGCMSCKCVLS
Bim-Mcl-1: human Bim-Mcl-1 interaction inhibition. Q07820. Bead-based flow cytometry, Bim peptide-Mcl-1 binding. inhibition, % at 10 µM. 0.1% of 190,000 active; in the data active means inhibition above about 40%;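 further: 0% = no compound tracer wells and 100% = peptide blocker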
Mcl1-Noxa inh: disrupts binding of human Mcl-1 to Noxa peptide; inhibition, % at 21.7 µM; AID 1022; 1.5% of 220,000 active; TR-FRET Mcl-1/Noxa peptide binding, 2 h;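 active means compounds that cut the protein-peptide binding signal by more than 50% relative to plate controls in a single-dose test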;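 further: His-tagged Mcl-1 with rhodamine Noxa BH3 peptide and terbium anti-His antibody; 0% = Mcl-1 plus Noxa peptide wells and 100% = peptide-only wells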
Mcl1-Bid inh: Mcl-1/Bid interaction inhibition | AID 1021 | Q07820 | TR-FRET Mcl-1/Bid-Dy647 peptide binding, 1536-well | 0.97% of 220,000 active | inhibition, % at 21.7 µM;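 active means compounds that cut the binding signal by more than half at the single screening dose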;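 further: His-tagged Mcl-1 with europium anti-His antibody binding Bid BH3 peptide; 0% = Mcl-1 plus peptide wells and 100% = peptide-only wells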
Cdc42 wt: human Cdc42 wildtype GTP binding change, either direction; P60953; GST-Cdc42 beads, Bodipy-GTP binding, flow cytometry; actives lie on both sides; percent activity (GTP binding), % at 10 µM; 0.2% of 190,000 active; AID 761;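 active means percent activity GTP binding at least 20 points away from the 100% baseline, either down as inhibitor or up as activator; inconclusive means compound flagged as likely green fluorescent from well-wide comparison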;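 further: median bead fluorescence of bound Bodipy-FL-GTP at 100 nM; 0% = excess unlabeled GTP control and 100% = no compound control; below 100% means less GTP binding so inhibitor and above means activator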
Target sequence (P60953 whole entry, looked up): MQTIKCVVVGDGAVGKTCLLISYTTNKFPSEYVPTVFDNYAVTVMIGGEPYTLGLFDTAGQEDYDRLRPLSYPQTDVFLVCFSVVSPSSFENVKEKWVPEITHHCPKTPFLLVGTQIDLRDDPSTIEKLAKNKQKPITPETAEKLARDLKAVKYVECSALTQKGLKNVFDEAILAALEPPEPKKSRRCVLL
Rac1 mut GTP: alters GTP binding to activated mutant human Rac1; percent activity (GTP binding), % at 10 µM; 0.11% of 190,000 active; GST-Rac1 activated beads, fluorescent GTP binding, flow cytometry; actives lie on both sides; 100% means binding = to untreated wells; AID 764;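 active means GTP binding at least 20 percentage points away from the 100% baseline, in either direction, so actives lie on both sides; inconclusive means Compound likely fluorescent itself, or too few beads counted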
Pf gametocyte: inhibitors of late stage P. falciparum gametocyte viability; P. falciparum stage V gametocytes, ATP luminescence, 24 h; inhibition, % at 10.9 µM; 0.065% of 150,000 active; AID 743093;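 active means inhibition above the mean plus 3 SD of compounds within the control limits, set per campaign, cut at about 38% in these data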;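 further: 0% = DMSO wells and 100% = medium only without gametocytes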
Rab7 wt modul: dog Rab7 wildtype GTP binding, inhibitors and activators | GST-Rab7 beads, fluorescent GTP binding, flow cytometry; actives lie on both sides; untreated = 100%, excess cold GTP = 0% | GTP binding activity (percent of control), % at 10 µM | 0.055% of 190,000 active;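 active means fluorescent GTP binding to Rab7 beads changed by at least 20 points from the 100% baseline, either direction, mostly lower; inconclusive means compound itself probably fluorescent, or too few beads counted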;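 further: median green fluorescence of bound Bodipy-FL-GTP per Rab7 bead population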
RGS8-Gao: human RGS8-Galphao interaction regulation. P09471. multiplexed bead flow cytometry, RGS8-Galphao binding; actives lie on both sides. response (percent of control binding), % at 10 µM. 0.34% of 220,000 active. AID 1423; in the data active means response below about 60% or above about 140%; inactive means in between;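 further: Galphao activated as the GDP aluminium fluoride complex binding bead-coupled RGS8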
Target sequence (P09471 whole entry, looked up): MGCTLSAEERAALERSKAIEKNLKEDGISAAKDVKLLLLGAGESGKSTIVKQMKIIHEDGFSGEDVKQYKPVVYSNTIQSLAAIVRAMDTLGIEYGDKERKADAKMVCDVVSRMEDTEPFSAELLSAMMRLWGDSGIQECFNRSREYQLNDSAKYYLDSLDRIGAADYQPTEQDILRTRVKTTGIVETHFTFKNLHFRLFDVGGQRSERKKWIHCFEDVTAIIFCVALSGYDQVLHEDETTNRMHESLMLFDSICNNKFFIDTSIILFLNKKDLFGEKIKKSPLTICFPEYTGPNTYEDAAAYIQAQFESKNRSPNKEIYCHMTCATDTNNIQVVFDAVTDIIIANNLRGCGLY
The depositor's hits bear a star; ? = inconclusive; / = not tested or not shown. Rows are unselected (roughly 2.9% active in at least one column).

SMILES	Rab2A wt mod	Rac1 wt GTP bind	HRas wt GTP	Bim-Mcl-1	Mcl1-Noxa inh	Mcl1-Bid inh	Cdc42 wt	Rac1 mut GTP	Pf gametocyte	Rab7 wt modul	RGS8-Gao
O=C(N/N=C/c1ccncc1)c1cc2c(ccc3ccccc32)o1	103	104	104	-5	22	10	103	98	/	106	98
COCCSc1nc2sc3c(c2c(=O)n1-c1ccccc1)CCN(C)C3	99	101	101	-1	-2	5	103	98	/	99	100
CN(C)c1nc(N(C)C)n(C(=O)c2cccs2)n1	95	101	94	0	-5	2	94	94	38	95	101
CCN(c1ccccc1)S(=O)(=O)c1ccc(F)c(C(=O)O)c1	100	102	100	1	21	11	98	98	/	100	99
O=C(COC(=O)C1CCC1)Nc1ccc(OC(F)F)cc1	97	95	97	0	-8	-18	99	95	-22	94	105
Cc1cc(NC(=O)c2ccc3c(c2)C(=O)N(Cc2ccccc2)C3=O)no1	96	98	95	-7	-3	-33	97	95	0	94	103
COc1ccc(S(=O)(=O)NCCSc2ccc(C)cc2)cc1OC	98	100	100	0	-13	-37	97	92	8	102	101
O=C1CCCN1c1ccc(S(=O)(=O)N2CCCCC2)cc1[N+](=O)[O-]	95	96	95	-4	-17	-1	95	95	1	101	100
Cc1nc(NS(=O)(=O)c2ccc(Br)cc2)c2c3c(sc2n1)CCC3	100	98	100	0	0	18	100	96	/	96	103
CCOc1ccc2nc(NC3=NC(C)(C)C=C(C)N3)nc(C)c2c1	102	98	102	-1	8	-20	99	101	/	98	100
O=C(NC1CCCCCC1)c1cccnc1Sc1ccccc1	99	105	102	-4	10	8	102	103	-16	100	101
COc1ccc(N/C=C(\C#N)c2nc3ccccc3n2C)c(OC)c1	100	97	100	-1	-7	-33	101	99	-16	95	100
NC(=O)C1CCN(CC(=O)NCc2ccccc2)CC1	?	?	?	-3	17	-25	?	?	/	?	102
CN(Cc1ccccc1)C(=O)c1ccc(Cl)c([N+](=O)[O-])c1	96	104	98	-6	4	-28	103	100	-45	99	104
CCCOC1CCCN(C(=O)CCc2nnc(Cc3cccc(C)c3)o2)C1 (stereo not given)	98	101	99	-3	-9	-32	98	95	2	102	103
COCCCNCCCOc1ccc(C)cc1Br	101	109	103	-3	23	-5	104	103	-2	101	112
O=[N+]([O-])c1cccc(-c2nc(-c3ccccc3)no2)c1	97	96	95	-2	-6	-10	97	93	-22	99	103
COc1ccc(C2CC(=O)c3c(C)nc(N4CCN(Cc5ccccc5)CC4)nc3C2)cc1OC (stereo not given)	94	98	97	-5	-16	-32	97	95	-27	95	111
COc1cc(S(=O)(=O)N2CCC(C(N)=O)CC2)c(C)cc1C	104	100	100	-2	-23	-23	101	99	/	99	94
Cc1ccn2c(C(=O)NN=C3CCCCCCC3)c(C)nc2c1	96	98	94	2	9	-11	98	99	13	96	101
COCCOC(=O)C1=C(C)OC(N)=C(C#N)C1c1ccc2c(c1)OCO2 (stereo not given)	101	106	100	-1	5	-33	102	100	/	97	109
CC(C)NC(=S)N/N=C1\CCCCC1C1CCCCC1 (stereo not given)	98	101	100	-7	-74	-153	98	99	/	99	98
O=C(O)C1(P(=O)(c2ccc(Cl)cc2)c2ccc(Cl)cc2)CC1	98	95	97	1	9	-6	90	92	-9	108	98
CN(C(=S)NC(=O)CCCOc1ccc(Cl)cc1Cl)c1ccccc1	100	102	100	0	9	-7	102	99	/	99	102
COc1ccc(S(=O)(=O)N2CCN(C(=O)NC3CCCCC3)CC2)cc1OC	102	106	100	-4	56*	-61	101	101	-18	97	102
O=S(=O)(NCCSc1ccc(Cl)cc1)c1ccc2c(c1)OCCO2	96	93	96	0	1	-6	94	91	/	96	96
COc1nc(NC(C)(C)C)nc(Oc2ccc(=O)n(C)n2)n1	97	105	100	1	-22	-3	103	101	/	99	96
CCCN1C(=O)C2C(C(=O)Nc3cccc(OC)c3)C3C=CC2(O3)C1C(=O)NC1CCCCC1 (stereo not given)	100	104	101	-2	12	-39	102	101	/	98	97
O=C(c1cccs1)N1CCN(S(=O)(=O)N2CCCCC2)CC1	105	101	105	-3	5	-13	106	101	3	100	97
CCN(CC)S(=O)(=O)c1ccc(N2CCCC2)c(C(=O)OCC(=O)N2CCCC2)c1	100	98	99	1	-13	-14	100	96	-6	104	98
O=S(=O)(c1ccc2c(c1)N(Cc1ccc(Cl)cc1)C1CCCN21)N1CCOCC1 (stereo not given)	97	97	98	-2	19	2	100	97	-26	99	106
O=C(Nc1ccc(Cl)cc1C(=O)O)c1ccc2c(c1)C(=O)N(Cc1ccco1)C2=O	95	102	98	-6	47	-6	99	95	17	98	107
CCOCCCNC(=O)c1cc(C)nn1-c1ccccc1	97	96	97	2	20	-9	99	95	/	96	103
CCOC(=O)Cc1csc(NC(=S)NC(=O)c2ccccc2Br)n1	98	104	99	-3	25	-74	101	101	8	100	100
CCc1cccc2c(/C=N/NC(=O)c3cccc(S(=O)(=O)Nc4ccccc4Cl)c3)c[nH]c12	?	?	?	-2	32	8	?	?	0	?	98
Cc1ccc(NC(=O)CSc2nnc(-c3ccc(S(=O)(=O)N4CCCC4)cc3)o2)cc1C	95	97	96	0	-2	1	99	96	12	95	100
Cc1ccn2c(NC(C)(C)C)c(-c3cccs3)nc2c1	98	97	96	0	-9	-27	97	94	-17	94	97
NC(=O)[C@@H]1CCCNc2c(F)cc([N+](=O)[O-])cc2C(=O)N[C@@H](CO)C(=O)N[C@@H](Cc2ccc(O)cc2)C(=O)N1	97	103	95	-4	15	-5	104	98	-23	92	101
CSc1cc(-c2ccc(Cl)cc2)[nH]c(=O)c1C#N	93	93	92	2	5	-63	90	92	3	92	99
O=C(NCCc1c[nH]c2ccccc12)C(=O)NCC1OCCCN1S(=O)(=O)c1cc(F)ccc1F (stereo not given)	95	94	94	-1	0	-44	97	96	/	94	103
CCC(=O)N(Cc1ccco1)C1CC(=O)N(c2ccccc2)C1=O (stereo not given)	98	104	101	-22	-6	-11	101	101	3	104	98
CC1CCCCN1C(=O)C(Cc1ccccc1)N1C(=O)C2CCCCC2C1=O (stereo not given)	100	103	102	-3	26	-17	103	99	-4	98	99
CCCOC1OC(=O)c2c1ccc(OC)c2OC (stereo not given)	99	102	101	28	15	-18	99	102	-17	98	109
COc1cc2ccccc2cc1C(=O)N1CCN(C)CC1	97	97	97	3	18	17	97	95	6	96	99
CCOC(=O)N1CCN(C(=O)c2ccc3nc4ccsc4c(=O)n3c2)CC1	102	106	100	-4	-18	-15	105	98	/	99	97
O=C(Nc1cc2ccccc2oc1=O)C1CCCCC1	99	100	99	2	15	9	99	98	/	99	100
COC(=O)c1ccccc1NC(=O)Cn1ccnc1	96	94	96	1	/	-19	99	94	/	96	100
O=C(c1ccc(Cn2c(=S)[nH]c3cc4c(cc3c2=O)OCO4)cc1)N1CCN(c2ccccc2)CC1	102	105	102	-3	-9	-40	103	102	/	95	100

Taken from above.
In Pf gametocyte, `CSc1cc(-c2ccc(Cl)cc2)[nH]c(=O)c1C#N` is entered as 3
In Rab7 wt modul, `CCCOC1OC(=O)c2c1ccc(OC)c2OC` (stereo not given) is entered as 98

(listing goes on)
SMILES	Rab2A wt mod	Rac1 wt GTP bind	HRas wt GTP	Bim-Mcl-1	Mcl1-Noxa inh	Mcl1-Bid inh	Cdc42 wt	Rac1 mut GTP	Pf gametocyte	Rab7 wt modul	RGS8-Gao
CC(C)N(C(=S)NC1CCCCC1)c1ccccc1	100	105	100	2	1	-17	101	98	/	100	102
COCCCNCCOc1ccccc1-c1ccccc1	105	104	104	5	20	21	104	104	-42	103	100
Fc1ccccc1Nc1nc(NCc2ccco2)nc(N2CCOCC2)n1	101	105	99	3	27	1	102	95	12	105	101
CC(C)Oc1ccc(C(CC(=O)O)NC(=O)c2cccs2)cc1 (stereo not given)	99	102	100	-1	-7	-3	101	99	6	101	/
CCOc1ccc2nc(N3CCCC(C(=O)N4CCN(CC)CC4)C3)sc2c1 (stereo not given)	105	109	103	3	25	44	104	102	/	104	102
CCn1cc(C(=O)N2CCN(c3ccc([N+](=O)[O-])cc3)CC2)c(=O)c2ccc(C)nc21	97	98	95	-1	3	-3	96	94	/	102	100
CCS(=O)(=O)Nc1cccc(C(=O)CC2(O)C(=O)Nc3ccccc32)c1 (stereo not given)	?	?	?	-1	15	3	?	?	-11	?	106
CCC(C)NC(=O)Cn1nc(C(F)(F)F)c2c1CCCC2 (stereo not given)	102	106	103	3	5	2	103	100	12	98	100
COCCCNC(=O)Cn1cnc2sc(C)c(S(=O)(=O)N3CCN(c4ncccn4)CC3)c2c1=O	100	101	96	-1	14	4	103	97	6	103	103
Cc1ccccc1NC(=S)N(Cc1cccs1)C1CCCCC1	100	99	98	-1	3	-43	98	94	-9	100	99
COc1cc(OC)cc(-c2nnc(SCc3cccc(C(=O)O)c3)o2)c1	103	104	103	-1	15	10	104	102	-5	101	96
Cc1ccc(CN2CCN(Cc3cccc(-n4cccn4)c3)CC2CCO)cc1 (stereo not given)	98	96	96	0	13	-136	96	96	-1	96	107
O=c1[nH]c(Nc2nc3ccccc3o2)nc2c1CCCC2	96	98	96	1	-46	-78	97	98	6	95	99
O=C(COC(=O)CNC(=O)c1ccc(Cl)cc1)Nc1ccc(Cl)cc1C(F)(F)F	97	100	98	-9	5	-2	98	98	9	99	99
NC(=O)Cc1ccc(Nc2nnc(-c3ccc(O)cc3)c3ccccc23)cc1	98	99	98	-6	31	-4	100	99	/	98	102
O=C1CC(c2cccs2)c2cc3c(cc2N1)OCO3 (stereo not given)	99	103	103	-3	9	-7	104	100	-7	98	98
Cc1cccc(C)c1NC(=O)CCS(=O)(=O)c1cccc2nsnc12	96	97	97	-7	17	-12	97	96	/	96	107
Cc1ccc(-n2ncc3c(NNC(=O)Cc4ccccc4)ncnc32)cc1	101	105	102	-1	12	-9	102	99	/	97	102
Cc1ccc2c(c1)C(O)(c1c(C)[nH]c3ccccc13)C(=O)N2 (stereo not given)	96	93	95	-2	27	-4	94	92	/	97	100
Cc1ccccc1Cn1nnc(-c2ccc3c(c2)OCO3)n1	95	93	98	-11	-2	-1	98	96	/	97	100
O=C(CN1C(=O)CSC1=O)Nc1ccc(F)c(F)c1F	100	101	100	3	-22	-38	100	98	9	98	93
CCC[C@@H]1C[C@@]1(CCC)[C@@H](NP(=O)(c1ccccc1)c1ccccc1)c1ccc(C(=O)OC)cc1	100	100	101	0	15	9	96	95	/	103	104
